LYPLA2 counter: LYPLA2 inhibitors, primary screen, counter-screen for PME1 inhibitor project, biochemical, fluorescence polarization, FP-Rh probe ABPP; inhibition, % at 5.9 µM; AID 2177, 2009; recombinant LYPLA2; 0.38% of 320,000 active;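 active = inhibition above the screen-wide mean plus 3 SD, limit set per campaign, cut at about 26% in these data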;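 also: 0% = LYPLA2 with DMSO and 100% = wells lacking LYPLA2 enzyme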
ZTA counter: blocks Epstein-Barr virus ZTA, an EBNA-1 counter-screen; P03206; ZTA-DNA binding, fluorescence polarization; inhibition, % at 11 µM; 0.15% of 320,000 active; AID 2234; in the data active = inhibition above about 33%
GSTO1 counter: inhibitors of recombinant GSTO1, primary screen, counter-screen for RBBP9 inhibitor project, biochemical, fluorescence polarization | activity-based probe fluorescence polarization | 1.1% of 300,000 active | AID 1974, 2009 | inhibition, % at 5.96 µM;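 active = inhibition above the campaign mean inhibition plus 3 SD, cut at about 35% in these data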;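 also: 0% = GSTO1-1 with DMSO and 100% = wells lacking GSTO1-1 enzyme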
LYPLA1 counter: LYPLA1 inhibitors, primary screen, counter-screen for PME1 inhibitor project, biochemical, fluorescence polarization, FP-Rh probe ABPP; inhibition, % at 5.9 µM; recombinant LYPLA1; 0.16% of 320,000 active; Acyl-protein thioesterase 1 (Homo sapiens), O75608;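 active = inhibition above the mean of all tested compounds plus 3 SD, set per campaign, cut at about 14% in these data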;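 also: inhibitors block serine hydrolase probe labeling of LYPLA1 so polarization falls; 0% = enzyme with DMSO and 100% = wells lacking LYPLA1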
Target sequence (O75608 whole entry, looked up): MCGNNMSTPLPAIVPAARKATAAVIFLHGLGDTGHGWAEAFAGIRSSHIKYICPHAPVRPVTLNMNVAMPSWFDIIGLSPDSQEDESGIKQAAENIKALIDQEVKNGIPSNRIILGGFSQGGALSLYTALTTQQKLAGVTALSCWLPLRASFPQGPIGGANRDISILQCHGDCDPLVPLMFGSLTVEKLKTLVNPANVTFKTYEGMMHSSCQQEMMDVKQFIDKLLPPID
PAFAH2 inh: PAFAH2 enzyme inhibitors, primary screen, biochemical, fluorescence polarization, human. Platelet-activating factor acetylhydrolase 2, cytoplasmic (Homo sapiens), Q99487. recombinant PAFAH2, FP-rhodamine activity probe. inhibition, % at 3.39 µM. 0.99% of 340,000 active;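 active = inhibition above the mean over all tested compounds plus 3 SD, cut at about 30% in these data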;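 also: inhibitors block probe labeling of enzyme so polarization drops; 0% = enzyme with DMSO and 100% = wells lacking PAFAH2 protein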
EBNA-1 inhibitor: EBNA-1 DNA-binding inhibitors, primary screen, biochemical, fluorescence polarization. inhibition, % at 14.8 µM. 0.34% of 300,000 active. AID 1950, 2009; in the data active = inhibition above about 28%
PAFAH1B3 FP inh: PAFAH1B3 enzyme inhibitors, primary screen, biochemical, fluorescence polarization, human; Platelet-activating factor acetylhydrolase IB subunit alpha1 (Homo sapiens), Q15102; 0.28% of 340,000 active; recombinant PAFAH1B3, FP-rhodamine probe; AID 492972, 2010; inhibition, % at 3.39 µM;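 active = inhibition above the screen-wide average of all tested compounds plus 3 SD, cut at about 25% in these data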;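 also: 0% = enzyme with DMSO only and 100% = wells lacking PAFAH1B3 protein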
PAD4 FP inh: human PAD4 inhibitors, primary screen, biochemical, fluorescence polarization, 1536-well format. 0.41% of 330,000 active. Protein-arginine deiminase type-4 (Homo sapiens), Q9UM07. AID 485272, 2010. recombinant PAD4, RCA probe fluorescence polarization. inhibition, % at 6.36 µM;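 active = percent inhibition above a cutoff equal to the mean of all tested compounds plus 3 SD, cut at about 15% in these data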;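 also: 0% = PAD4 with RCA probe and DMSO and 100% = probe without PAD4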
Target sequence (Q9UM07 whole entry, looked up): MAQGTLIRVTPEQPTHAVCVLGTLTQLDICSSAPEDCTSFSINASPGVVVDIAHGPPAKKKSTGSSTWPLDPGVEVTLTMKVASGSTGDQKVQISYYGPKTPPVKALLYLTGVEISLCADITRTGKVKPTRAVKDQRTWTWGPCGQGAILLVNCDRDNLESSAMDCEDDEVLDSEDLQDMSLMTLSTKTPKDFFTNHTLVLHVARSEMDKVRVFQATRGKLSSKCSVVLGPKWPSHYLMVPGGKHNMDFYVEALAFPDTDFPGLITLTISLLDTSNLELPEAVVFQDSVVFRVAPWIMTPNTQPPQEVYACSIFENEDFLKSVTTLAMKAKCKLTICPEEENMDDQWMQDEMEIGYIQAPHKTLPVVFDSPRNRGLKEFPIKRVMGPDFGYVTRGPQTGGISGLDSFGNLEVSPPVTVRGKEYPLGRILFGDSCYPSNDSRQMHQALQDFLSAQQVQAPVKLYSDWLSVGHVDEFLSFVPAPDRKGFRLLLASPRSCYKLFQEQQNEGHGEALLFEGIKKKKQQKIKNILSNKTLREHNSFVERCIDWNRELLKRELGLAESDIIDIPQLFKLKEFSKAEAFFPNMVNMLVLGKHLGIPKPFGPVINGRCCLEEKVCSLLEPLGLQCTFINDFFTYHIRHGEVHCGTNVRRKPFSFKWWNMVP
PREPL inhibitor: PREPL enzyme inhibitors, primary screen, biochemical, fluorescence polarization; 0.68% of 320,000 active; recombinant PREPL, fluorescence polarization activity-based probe; Prolyl endopeptidase-like (Homo sapiens), Q4J6C6; inhibition, % at 5.96 µM; AID 2751, 2010; in the data active = inhibition above about 43%;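 also: 0% = enzyme with DMSO and 100% = wells lacking enzyme; many of its hits are not listed in these tables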
Starred values were filed as active, the others as inactive; x = no result given; & = joins results of further samples. Some of the compounds tested, so the mix of outcomes need not match the whole.

Structure	LYPLA2 counter	ZTA counter	GSTO1 counter	LYPLA1 counter	PAFAH2 inh	EBNA-1 inhibitor	PAFAH1B3 FP inh	PAD4 FP inh	PREPL inhibitor
Cc1ccc(N2CC(C(=O)NCc3n[nH]c(=O)c4ccccc34)CC2=O)cc1 (configuration not stated)	0.4	-0.3	1.1	0.1	-0.7	-15.4	7.2	-4.9	-0.3
NC1=NC2(CCCCC2)n2c(nc3ccccc32)N1	9.5	-13.0	-1.7	3.4	1.9	8.9	7.4	-2.0	-2.7
COc1cc(OC)cc(C(=O)N[C@H](C(=O)OCC(=O)c2c[nH]c3ccccc23)C(C)C)c1	x	x	x	x	-1.9	x	2.4	3.8	10.3
COCCOc1ccc(C(F)(F)F)cc1NC(=O)c1ccc(F)cc1	-7.2	11.1	-3.1	-3.8	-4.8	6.2	3.4	-2.5	-1.9
O=C(CCC1N=C2c3ccccc3N=C(SCC(=O)NCC3CCCO3)N2C1=O)NCc1ccc(F)cc1 (configuration not stated)	3.2	9.9	-4.8	1.5	-0.4	-4.5	2.4	-4.3	2.6
CCOc1ccc([N+](=O)[O-])c(N)c1	10.2	-3.6	7.8	-0.4	0.1	-2.6	-8.7	2.7	17.3
CC(C)NC(=S)Nc1ccc2nc3n(c(=O)c2c1)CCCCC3	8.9	-13.9	3.1	1.6	3.6	-4.5	11.8	1.3	12.4
COc1ccc(-c2nc3ccc([N+](=O)[O-])cc3[nH]2)cc1	-7.4	3.5	-14.1	-12.0	-4.0	1.7	-5.6	2.0	8.8
COC(=O)c1ccc(C2SCC(=O)N2Cc2ccccc2)cc1 (configuration not stated)	-1.5	0.3	2.8	-2.9	-5.1	-2.3	3.0	-5.8	-0.7
OC(c1ccccn1)c1c[nH]c2ccccc12 (configuration not stated)	0.8	6.3	5.3	0.7	1.5	-3.5	0.3	1.6	11.5
CCOc1ccc(NC(=O)C2CCCN(c3cnccn3)C2)cc1 (configuration not stated)	4.3	8.8	4.6	-1.4	1.4	-2.8	6.2	2.4	5.0
CN(C)c1ccc(C2C=C(c3ccc(Cl)cc3OC(F)F)Nc3ncnn32)cc1 (configuration not stated)	4.4	1.9	-3.7	-0.5	8.9	6.9	4.9	1.6	56.4*
COc1c(/C=N/NC(=O)c2ccncc2)c(CCN(C)C(C)=O)cc2c1OCO2	-2.9	-8.7	-1.9	4.8	-5.5	-3.0	-1.0	0.2	4.9
C/C(Cn1cnc([N+](=O)[O-])n1)=N\NC(=O)c1ccccc1O	1.5	-10.4	14.1	-1.4	3.8	7.0	1.6	-1.7	13.9
Cn1c(N)c(C(=O)COC(=O)[C@@H]2CCCN2S(=O)(=O)c2ccc(Cl)cc2)c(=O)n(C)c1=O	8.0	8.7	10.5	2.7	-0.2	0.1	-1.4	-0.8	8.5
CSCC[C@H](NC(=O)OC(C)(C)C)C(=O)N1CCC(C(=O)NCC(=O)Nc2ccc(C)cc2)CC1	-1.4	-1.1	6.0	-1.0	-0.1	-3.1	2.4	3.2	0.9
Cc1ccc(NC(=O)Nc2ccc(F)cc2)nc1	-5.3	8.6	11.8	1.6	-0.9	0.8	11.6	-5.0	-13.5
COc1cccc(CNC(=O)CCC2CCCN(C/C=C/c3ccccc3OC)C2)c1 (configuration not stated)	1.1	2.5	-3.5	-0.7	4.1	0.8	10.5	0.8	-4.8
CCOC(=O)[C@@H]1[C@H]2COc3ccccc3[C@@H]2N2C(=O)N(c3ccc(Br)cc3)C(=O)[C@]12C	x	x	x	x	-4.4	x	-3.8	1.1	-42.1
CSC1=C(C#N)C(c2ccccc2)C(C(C)=O)=C(C)N1 (configuration not stated)	-1.7	7.5	5.5	-3.6	11.3	6.0	2.1	0.1	-4.8
CCN(CC)S(=O)(=O)c1cc(C(=O)Oc2ccccc2OC)ccc1OC	6.5	6.8	-0.3	3.1	2.1	6.6	2.9	2.1	14.9
COc1cc(C(=O)NC2CCCCC2)ccc1OCc1ccc(Cl)cc1Cl	3.3	-2.6	-2.9	0.0	0.3	-13.2	-12.8	-6.1	10.0
CC(C)CCN1CCN(Cc2cnc(-c3ccccc3)s2)CC1CCO (configuration not stated)	-4.5	-0.7	18.8	0.4	-3.9	-0.3	4.2	-2.5	24.5
C=CCn1c(SCCNC(C)=O)nc2cc(-c3ccccc3)sc2c1=O	-0.2	21.6	-3.5	-2.9	-3.4	-13.4	1.6	-1.0	6.7
O=C(CN1C(=O)NC2(CCCc3ccccc32)C1=O)c1ccc(Br)cc1 (configuration not stated)	-6.1	11.7	1.6	-4.3	-1.4	-7.3	-1.3	-5.4	-8.6
CCOC(=O)C1=C(C)NC(C)=C(C(=O)OCC)C1C(=O)OCC(=O)NC(C)C	-2.2	-3.0	-2.2	-3.8	-6.1&4.7	5.4	-1.6&6.6	-2.0	2.4
COC(=O)Cc1ccc(NC(=S)N2CCCC(C)C2)cc1 (configuration not stated)	-3.1	9.8	2.4	-1.0	5.1	7.6	-5.6	3.4	3.3
CCOc1ccc(CN(CCC#N)C(=S)NC(=O)c2ccccc2)cc1	1.2	12.8	1.8	0.1	-8.5	-2.6	-3.0	-0.1	-2.6
COc1cccc(CN(C)C(=O)CC2C(=O)NCCN2C2Cc3ccccc3C2)c1 (configuration not stated)	7.9	5.6	-1.8	1.9	-1.4	12.8	7.6	0.7	6.3
Cc1c(C(=O)Nc2cccc(S(=O)(=O)N3CCOCC3)c2)oc2ccc(Br)cc12	x	x	x	x	-16.9	x	0.6	1.3	20.7
CSc1ncccc1C(=O)OCC(=O)Nc1ccc2c(c1)CCC2	0.9	-0.2	x	-5.0	26.7	x	0.4	-1.4	1.8
COC(=O)c1nnn(CC(=O)NC(=O)Nc2ccccc2F)c1C(=O)OC	1.5	-3.1	-5.2	3.6	-9.6	-3.7	2.0	0.2	-11.7
Oc1cncc(Cc2ccccc2)c1	3.0	2.7	5.4	6.9	-5.0	0.1	10.4	-0.8	9.6
O=C(NCc1cccnc1)c1sc2cc(Cl)ccc2c1Cl	-3.2	17.5	-6.9	-3.9	-2.4	-1.9	5.6	-0.5	-6.9
CCN(C(=O)Cc1nc(N)n[nH]1)C1(C(=O)Nc2ccccc2)CCCCC1	0.1	-14.8	1.8	-1.2	-3.6	-6.1	8.2	-6.0	1.3
Cc1cc(C(=O)N2CCN(c3ncccn3)CC2)c(C)o1	-1.0	1.0	-8.6	-1.4	10.2	2.3	5.9	-2.8	18.5
COc1ccccc1N1CC(C(=O)Nc2ccccc2N2CCCC2)CC1=O (configuration not stated)	-0.1	-16.6	0.1	-1.1	5.5	8.7	5.7	3.5	3.2
O=C(O)COCC(=O)N1CCN(C(c2ccccc2)c2ccccc2)CC1	-2.2	-0.5	-7.6	-3.2	1.4	14.3	10.2	-0.8	-1.5
Cc1ccc(NS(=O)(=O)c2cccc(C(=O)N/N=C/c3ccc4c(c3)OCCO4)c2)c(C)c1	-80.0	2.4	-18.0	-42.4	-60.2	-1.4	-34.5	-0.5	-9.8
O=C(O)c1ccc2c(c1)ncn2C1CCCCCC1	5.7	17.7	1.0	1.1	-3.2	5.5	4.7	0.5	13.8
O=C(Nc1cccnc1)c1cn(-c2ccccc2)nc1-c1cccs1	-53.3	-3.3	-27.4	-34.3	-14.2	-5.3	-8.4	-1.0	0.6
O=C(c1cc2ccccc2oc1=O)N1CCCCCCC1	3.3	-18.9	-0.7	-0.5	2.3	-19.7	4.0	0.0	5.1
O=C(NNS(=O)(=O)c1ccccc1)c1ccc(S(=O)(=O)N2CCCCC2)cc1	2.1	7.7	2.7	-1.5	1.0	-2.4	-5.0	2.2	-3.0
COc1ccc(C2CC(=O)c3cnn(-c4nc(C)cc(C)n4)c3C2)cc1OC (configuration not stated)	7.4	1.3	4.9	0.8	-5.5	0.9	0.2	4.3	6.4
COc1ccc(C(C)(C)C)cc1NC(=S)NCCN1CCOCC1	2.8	7.7	-0.7	-2.5	-3.2	-4.9	1.4	0.4	2.6
Cc1ccc2c(c1)N(C(=O)CCC(=O)O)CCO2	9.3	-20.5	3.4	1.2	3.4	-19.7	-1.1	0.7	9.3
CC(C)N(C(=O)COC(=O)c1ccc([N+](=O)[O-])cc1)c1ccccc1	-0.5	5.8	-2.7	1.6	4.4	-15.8	7.7	-6.2	13.9
COC(=O)C1=C(Nc2ccc(C)cc2)C=C(C)C(C(=O)OC)C1c1ccc(F)cc1 (configuration not stated)	4.4	-9.7	0.1	5.9	-0.8	3.9	5.5	0.8	5.5
COc1ccccc1N1CCN(CC(=O)Nc2ccccc2C(=O)NC(C)c2ccccc2)CC1 (configuration not stated)	1.3	8.6	x	-1.7	-2.1	x	2.6	-7.6	-1.6
O=C(NCc1ccc2c(c1)OCO2)c1ccc(CSCc2cccc(Cl)c2)o1	-1.6	-26.5	2.2	-2.8	-10.9	-8.1	5.8	-4.4	-29.4

Continuation.
Structure	LYPLA2 counter	ZTA counter	GSTO1 counter	LYPLA1 counter	PAFAH2 inh	EBNA-1 inhibitor	PAFAH1B3 FP inh	PAD4 FP inh	PREPL inhibitor
Cc1ccc(-n2c(NN)nc3ccccc3c2=O)c(C)c1	1.1	-0.4	-6.6	0.2	-3.8	-2.8	15.8	-4.8	4.7
OCCNCc1cccc(Br)c1	-4.8	-6.6	12.8	1.4	-2.3	-0.9	15.3	-2.3	-1.6
CCOc1ccc2nc(Cl)c(C3CC(c4ccco4)=NN3S(C)(=O)=O)cc2c1 (configuration not stated)	-2.2	-3.6	1.3	-0.6	-3.9	-8.2	5.9	3.0	-1.6
C/C(CC(=O)Nc1cccc(Cl)c1)=N\NC(=O)Cc1ccc(Cl)cc1	-7.9	11.6	1.1	-4.0	15.8	-0.3	-2.0	-0.6	-21.6
CCOCCCNC(=O)C1c2ccccc2Oc2ccccc21	-3.3	10.8	1.7	-2.1	12.8	6.6	8.8	1.3	6.3
COc1ccccc1N1CCN(C(=O)c2sc3ncn(CC(=O)N4CCC(C)CC4)c(=O)c3c2C)CC1	-0.3	-8.9	3.2	-1.5	5.2	-3.7	2.1	1.9	10.9
COc1ccccc1OCc1ccc(C(=O)NC(C)(C)C)o1	-7.5	0.6	9.1	-4.3	11.4	-4.5	2.3	-0.2	2.0
COc1ccc(/C=C/C(=O)NC2CCCCCCC2)cc1S(=O)(=O)N1CCOCC1	5.6	2.5	0.0	-2.3	-0.1	-0.5	-3.8	-0.8	1.1
CCCCCCC(=O)Nc1ccc(Br)cn1	7.0	-5.2	-5.6	0.1	3.5	2.0	1.7	-5.5	-7.1

No new results follow: entries from further up.
Structure	LYPLA2 counter	ZTA counter	GSTO1 counter	LYPLA1 counter	PAFAH2 inh	EBNA-1 inhibitor	PAFAH1B3 FP inh	PAD4 FP inh	PREPL inhibitor
COc1ccc(/C=C/C(=O)NC2CCCCCCC2)cc1S(=O)(=O)N1CCOCC1	5.6	2.5	0.0	-2.3	-0.1	-0.5	-3.8	-0.8	1.1
CCCCCCC(=O)Nc1ccc(Br)cn1	7.0	-5.2	-5.6	0.1	3.5	2.0	1.7	-5.5	-7.1
